C-LANA FP = inhibitors of KSHV C-LANA binding to DNA, primary screen, biochemical, fluorescence polarization, FAM-LBS DNA, MBP-C-LANA, single point; inhibition, % at 9 µM; Kaposi's sarcoma herpesvirus LANA C-terminal domain (residues 932-1162) DNA binding; actives 0.078% (n = 340,000);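 active = highest replicate inhibition at or above 60% at 9 µM, even if other replicates fall short; inactive = all replicates below 60% inhibition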;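 also: 0% = neutral control wells and 100% = 4 µM acridine orange control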
Keap1 Nrf2 FP = Keap1-Nrf2 protein-protein interaction inhibitors, primary screen, biochemical, fluorescence polarization, single point. Kelch-like ECH-associated protein 1 (Homo sapiens), Q14145. Keap1 Kelch-Nrf2 peptide fluorescence polarization, 1536-well. inhibition, % at 9.4 µM. actives 0.15% (n = 340,000); in the data active = inhibition above about 12%;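 also: human Keap1 Kelch domain with fluorescein labeled Nrf2 9mer peptide probe; 0% = neutral control wells and 100% = peptide positive control; higher means more block of Keap1 binding to Nrf2 peptide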
CAL PDZ FP-1 = untagged CAL PDZ binding inhibitors, primary screen, biochemical, fluorescence polarization, HTS. Golgi-associated PDZ and coiled-coil motif-containing protein (Homo sapiens), Q9HD26. purified CAL PDZ, TMR-peptide fluorescence polarization, 1 h. inhibition, % at 24.9 µM. actives 0.92% (n = 300,000). AID 602252, 2012;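 active = mean inhibition of at least 30% with at least half of replicates also reaching 30%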;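 also: 0% = DMSO neutral control and 100% = excess unlabeled competitor peptide PRC23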
RTF Ca sens inh = cardiac RTF calcium sensitivity inhibitors, primary screen, biochemical, IANBD-TnC fluorescence, EC70 calcium; Troponin I, cardiac muscle (Homo sapiens) + Troponin T, cardiac muscle (Homo sapiens) + …; actives 0.12% (n = 340,000); AID 493244, 2011; inhibition, % at 7.15 µM; IANBD-labeled cardiac RTF, Ca2+ fluorescence;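 active = inhibition above the mean inhibition of all tested compounds plus 3 SD, cut at about 17% in these data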;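 also: assay run at fixed EC70 calcium of 1.6 mM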
CAL PDZ FP-2 = CAL PDZ peptide-binding inhibitors, primary screen, biochemical, fluorescence polarization, Cer-tagged CAL PDZ, HTS | Golgi-associated PDZ and coiled-coil motif-containing protein (Homo sapiens), Q9HD26 | purified CAL PDZ, TMR-peptide fluorescence polarization, 1 h | inhibition, % at 20 µM | actives 0.02% (n = 330,000) | AID 504414, 2011;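 active = highest replicate inhibition of at least 40%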;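 also: plate controls were DMSO neutral control wells for no effect and unlabeled competitor peptide control wells for full effect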
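Assay system – tagged CAL PDZ protein CerCALP, purified · Timing – 1 h at RT · Compound – single point, 20 µM · Measured by – fluorescence polarization from S- and P-plane intensities, G-factor corrected · Evaluation – inhibition from polarization loss · Probe or stimulus – TMR reporter peptide T*-PRC34 · Buffer or medium – pH 7.4 phosphate-saline buffer, reducing agent, detergent, IgG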
RTF Ca sens act = cardiac RTF calcium sensitivity activators, primary screen, biochemical, IANBD-TnC fluorescence, EC20 calcium. activation, % at 7.2 µM. actives 0.24% (n = 340,000). IANBD-labeled TnC RTF fluorescence at EC20 calcium; 0% EC20 calcium, 100% full calcium. Troponin I, cardiac muscle (Homo sapiens) + Troponin T, cardiac muscle (Homo sapiens) + …. AID 493008, 2010;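 active = activation above the mean over all tested compounds plus 3 SD, cut at about 30% in these data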;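 also: rise in fluorescence read as greater calcium sensitivity of cardiac thin filaments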
Rtt109 Vps75 = inhibitors of C. albicans Rtt109/Vps75 HAT, primary screen, biochemical, ThioGlo CoA-SH fluorescence, plate reader; purified Rtt109/Vps75, 4 h; inhibition, % at 34.9 µM; actives 0.16% (n = 330,000); AID 540336, 2011;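 active = inhibition of at least 50% in every replicate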
Target sequence (Q5AAJ8 whole entry, looked up): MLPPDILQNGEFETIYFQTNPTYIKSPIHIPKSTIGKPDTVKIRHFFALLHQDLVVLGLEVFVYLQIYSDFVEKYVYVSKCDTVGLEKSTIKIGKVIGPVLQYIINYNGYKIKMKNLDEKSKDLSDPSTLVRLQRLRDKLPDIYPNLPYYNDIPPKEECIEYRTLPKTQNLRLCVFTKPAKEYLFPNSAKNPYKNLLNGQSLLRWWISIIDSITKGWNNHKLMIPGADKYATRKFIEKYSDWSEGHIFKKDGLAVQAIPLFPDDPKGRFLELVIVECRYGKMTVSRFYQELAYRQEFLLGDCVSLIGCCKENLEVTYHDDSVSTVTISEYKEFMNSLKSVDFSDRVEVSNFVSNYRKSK
PKA-R2B activ = activators of PKA-R2B holoenzyme, primary screen, biochemical, fluorescence polarization, Cy5-IP20, human | cAMP-dependent protein kinase catalytic subunit beta (Homo sapiens) + cAMP-dependent … | PKA-R2B holoenzyme dissociation; R2B truncated from residue 108, S112A mutant; 0% DMSO only, 100% 113 µM cGMP | activation, % at 11.4 µM | actives 0.079% (n = 340,000);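 active = activation above a cutoff set at the mean over all compounds plus 3 SD, cut at about 18% in these data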;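 also: higher means more holoenzyme dissociation and a rise in polarization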
SR-BI DiI-HDL act = activators of SR-BI mediated DiI-HDL uptake, primary screen, ldlA[mSR-BI] CHO cells, DiI fluorescence. 3 h; 100 = double the neutral-control signal. actives 0.096% (n = 320,000). activation, % at 12.5 µM;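 active = mean replicate activation of at least 60% and every replicate at or above 60%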;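 also: 0% = median plate neutral-control signal and 100% = twice that signal; values of inactives mirror those of a sister screen read the other way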
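System: CHO ldlA[mSR-BI] cells / Medium: HEPES-buffered (25 mM, pH 7.4) F12 plus 0.5% BSA / Probe or stimulus: labelled HDL, 10 µg/mL / Doses: single compound concentration, delivered by pin transfer / Schedule: 3 h, 37 °C / Measured by: DiI fluorescence, bottom read / Measure: cell-associated DiI fluorescence as measure of HDL uptake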
DAGLB inh = DAGLB lipase inhibitors, primary screen, biochemical, fluorescence, HTS; Diacylglycerol lipase-beta (Homo sapiens), Q8NCG7; inhibition, % at 5.17 µM; actives 0.059% (n = 340,000); HEK293T DAGLB membrane lysate, EnzChek fluorogenic substrate; in the data active = inhibition above about 34%;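 also: 0% = enzyme with vehicle and 100% = wells lacking enzyme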
Target sequence (Q8NCG7 whole entry, looked up): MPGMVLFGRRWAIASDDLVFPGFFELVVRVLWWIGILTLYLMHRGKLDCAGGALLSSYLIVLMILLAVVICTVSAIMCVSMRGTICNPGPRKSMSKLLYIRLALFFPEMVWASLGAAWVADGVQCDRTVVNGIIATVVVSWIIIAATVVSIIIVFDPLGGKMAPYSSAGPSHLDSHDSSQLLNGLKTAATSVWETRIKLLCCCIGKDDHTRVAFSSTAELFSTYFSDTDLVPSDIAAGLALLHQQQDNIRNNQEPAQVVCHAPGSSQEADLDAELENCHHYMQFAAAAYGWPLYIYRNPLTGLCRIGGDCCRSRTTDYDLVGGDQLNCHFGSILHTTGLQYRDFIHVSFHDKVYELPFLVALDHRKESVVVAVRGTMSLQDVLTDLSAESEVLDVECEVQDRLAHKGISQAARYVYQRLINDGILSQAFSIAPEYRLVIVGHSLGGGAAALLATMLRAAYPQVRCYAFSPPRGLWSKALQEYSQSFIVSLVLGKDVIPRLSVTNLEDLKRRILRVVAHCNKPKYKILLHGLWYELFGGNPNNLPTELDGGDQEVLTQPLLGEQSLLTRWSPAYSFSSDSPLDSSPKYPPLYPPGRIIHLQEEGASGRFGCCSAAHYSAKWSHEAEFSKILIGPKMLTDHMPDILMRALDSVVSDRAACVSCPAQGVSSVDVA
Active calls of the source: *; x = no result given.

1: COc1ccccc1OCC(=O)c1[nH]c(C)c(C(C)=O)c1C
2: COc1ccc(CNC(=O)C/C(C)=N/NC(=O)c2ccc(OC)cc2OC)cc1
3: c1cncc(CSc2ccc(-c3cccs3)nn2)c1
4: COc1ccccc1NC(=O)C(C)Nc1ccc(C)c(Cl)c1 (centres undefined)
5: CCN1C(=O)/C(=C\C=C2/C=CC=CN2CC)SC1=S
6: CC(C)c1ccc(OCC(O)CN2CCN(c3ccccn3)CC2)cc1 (centres undefined)
7: Cn1c(=O)cc(SCC(=O)NCCCN2CCN(c3ccc(F)cc3)CC2)c2ccccc21
8: CCc1c(Cl)nc(N)nc1Nc1ccccc1C
Compound	1	2	3	4	5	6	7	8
C-LANA FP	1.5	0.0	0.8	-1.3	-6.2	-0.9	-0.5	2.2
Keap1 Nrf2 FP	4	-5	4	-1	-5	2	-1	-1
CAL PDZ FP-1	-3	1	-6	1	5	-4	x	-10
RTF Ca sens inh	-16	1	1	8	-14	-9	-12	2
CAL PDZ FP-2	-7.0	-2.5	8.6	-1.6	-1.3	-0.1	-2.7	0.5
RTF Ca sens act	-1	-4	4	2	17	0	3	12
Rtt109 Vps75	3	14	6	0	24	3	0	50
PKA-R2B activ	4	-1	2	-11	-2	-2	-2	-13
SR-BI DiI-HDL act	x	x	12	9	21	-8	-27	6
DAGLB inh	2	-3	-1	-1	9	-4	1	-1

9: Cc1cccc(NCc2nc(SCC(=O)Nc3ccccc3)n[nH]2)c1
10: Cn1cc(CN2CCC(C(=O)Nc3cccc(-c4cccc(F)c4)c3)CC2)cn1
11: COC(=O)[C@]1(Cc2ccccc2)N[C@H](CN(C)S(=O)(=O)c2ccc(-c3ccccc3)cc2)[C@@H]2C(=O)N(C)C(=O)[C@@H]21
12: O=C(COC(=O)Cc1ccc(F)cc1)NC1CCCCCC1
13: O=C(Cn1cc(C(=O)c2ccco2)c2ccccc21)NCc1ccco1
14: COC(=O)CCC(=O)Nc1nccs1
15: c1ccc2c(CN3CCOCC3)c3ccccc3c(CN3CCOCC3)c2c1
16: O=C(Nc1nnc(-c2ccc3c(c2)OCCO3)o1)C1CCCCC1
Compound	9	10	11	12	13	14	15	16
C-LANA FP	-0.8	-1.1	1.3	1.4	-2.3	-3.0	1.5	1.9
Keap1 Nrf2 FP	1	-1	-1	5	2	-1	-1	-6
CAL PDZ FP-1	7	0	-3	-1	0	-4	-2	0
RTF Ca sens inh	1	-5	-7	-5	-2	-5	0	-2
CAL PDZ FP-2	-0.5	-2.0	1.5	-1.5	-1.8	0.2	-2.1	4.9
RTF Ca sens act	-1	2	-4	-4	-2	3	4	8
Rtt109 Vps75	9	7	0	-3	11	5	-4	-6
PKA-R2B activ	-12	-8	3	3	3	3	-4	-2
SR-BI DiI-HDL act	25	4	-33	25	-24	8	19	7
DAGLB inh	0	3	-3	0	0	-4	5	1

Fetched one by one from above (five):
4: COc1ccccc1NC(=O)C(C)Nc1ccc(C)c(Cl)c1 (centres undefined)
3: c1cncc(CSc2ccc(-c3cccs3)nn2)c1
1: COc1ccccc1OCC(=O)c1[nH]c(C)c(C(C)=O)c1C
8: CCc1c(Cl)nc(N)nc1Nc1ccccc1C
12: O=C(COC(=O)Cc1ccc(F)cc1)NC1CCCCCC1
Compound	4	3	1	8	12
C-LANA FP	-1.3	0.8	1.5	2.2	1.4
Keap1 Nrf2 FP	-1	4	4	-1	5
CAL PDZ FP-1	1	-6	-3	-10	-1
RTF Ca sens inh	8	1	-16	2	-5
CAL PDZ FP-2	-1.6	8.6	-7.0	0.5	-1.5
RTF Ca sens act	2	4	-1	12	-4
Rtt109 Vps75	0	6	3	50	-3
PKA-R2B activ	-11	2	4	-13	3
SR-BI DiI-HDL act	9	12	x	6	25
DAGLB inh	-1	-1	2	-1	0

More records follow:
17: C=CCN1C(=O)OC2(CCCCC2)C1(C)O (centres undefined)
18: CCc1ccc(-c2nc(CSCC(=O)NCCCN3CCCC3=O)c(C)o2)cc1
19: COc1ccccc1NC(=O)NCC1(N(C)C)CCCCC1
20: OCC[C@H]1C[C@H](O)[C@@H](O)[C@@]2(CCc3ccccc3O2)O1
21: COc1ccccc1NC(=O)c1ccc(NC(=O)CN2CCCCC2)cc1
22: NS(=O)(=O)c1cccc(NC(=O)COC(=O)c2ccc(S(=O)(=O)N3CCOCC3)cc2)c1
23: Cc1ccc(N(C(C)C(=O)Nc2ccc(S(=O)(=O)N3CCOCC3)cc2)S(C)(=O)=O)cc1 (centres undefined)
24: NC1=NN(c2cccc(C(=O)O)c2)C(=O)C1
Compound	17	18	19	20	21	22	23	24
C-LANA FP	-0.9	1.6	0.2	0.7	-7.3	1.3	-2.4	3.8
Keap1 Nrf2 FP	-1	-1	-3	-4	-4	-7	1	0
CAL PDZ FP-1	-1	0	-6	0	-8	-3	x	-3
RTF Ca sens inh	0	-2	-10	-5	6	-6	-6	-1
CAL PDZ FP-2	-0.6	-0.1	-1.9	0.3	-1.0	-0.3	-2.2	-0.7
RTF Ca sens act	-5	-4	-7	13	6	6	-4	0
Rtt109 Vps75	4	1	-5	-40	0	0	1	-2
PKA-R2B activ	-1	-2	-2	4	-10	-13	1	-13
SR-BI DiI-HDL act	-13	12	x	-7	-14	15	18	56
DAGLB inh	1	2	2	2	2	-2	-3	-1

25: CCC(=O)Nc1ccc(NC(=O)c2ccco2)c(OC)c1
26: O=C(NCCSc1c[nH]c2ccccc12)C1CC1
27: Cc1ccc(C2(C)NC(=O)N(CC(=O)NC(=O)NC(C)C)C2=O)cc1 (centres undefined)
28: COc1ccc(-n2cnc3sccc3c2=O)cc1
29: CCNC(=S)N/N=C/c1cccc(/C=N/NC(=S)NCC)c1
30: CCN(CC)c1ccc(NC(=O)CN2CCN(c3ccccn3)CC2)cc1
31: Cc1ccc(OCC(=O)Nc2ccc(S(=O)(=O)Nc3onc(C)c3C)cc2)cc1
32: CNC(=O)c1sccc1Oc1ccc(F)cc1[N+](=O)[O-]
Compound	25	26	27	28	29	30	31	32
C-LANA FP	-0.9	-0.1	2.1	0.0	0.0	-2.1	1.3	-0.5
Keap1 Nrf2 FP	2	1	3	2	0	1	1	-4
CAL PDZ FP-1	-3	1	-4	-6	1	-2	-1	-2
RTF Ca sens inh	5	-3	-5	-5	-12	-6	-17	-4
CAL PDZ FP-2	-1.0	-0.2	-2.4	-0.9	0.8	x	-0.6	0.5
RTF Ca sens act	-1	-1	-2	2	0	-8	1	-4
Rtt109 Vps75	-1	-10	-1	6	x	4	5	-4
PKA-R2B activ	2	1	-13	5	1	7	0	2
SR-BI DiI-HDL act	-46	-7	9	2	5	6	6	-7
DAGLB inh	1	0	1	-2	0	3	-2	-3

33: COc1ccc(CNC(=O)CN(c2ccccc2)S(=O)(=O)c2ccccc2[N+](=O)[O-])cc1
34: CC(=O)c1ccc(S(=O)(=O)N2CCN(C(=O)c3ccc(N)c([N+](=O)[O-])c3)CC2)cc1
35: CC(=O)N1C(C(=O)O)CSC1c1cccc(C)c1 (centres undefined)
36: O=C(NC1CCCCC1)c1cc(-c2ccccc2O)on1
37: Cc1onc(-c2c(F)cccc2Cl)c1C(=O)N(C)C1CCCCC1
38: O=C(N/N=C/c1ccccc1F)c1cc2c(ccc3ccccc32)o1
39: CC(=O)Nc1ccc(NC(=O)c2nc(-c3ccccc3)oc2C)cc1
40: CCc1ccc(CN2CCC(Oc3ccc(C(=O)N4CCCC4)cc3)CC2)cc1
Compound	33	34	35	36	37	38	39	40
C-LANA FP	-0.5	0.0	-0.7	-0.5	1.9	-0.3	0.0	-0.3
Keap1 Nrf2 FP	-4	-8	-1	0	-2	0	3	-3
CAL PDZ FP-1	2	0	-1	x	1	-1	3	0
RTF Ca sens inh	-2	-1	-3	-17	-9	-4	-4	1
CAL PDZ FP-2	-2.7	-0.3	-1.1	0.2	-1.3	-3.0	-0.8	-2.0
RTF Ca sens act	7	3	1	6	-6	-2	-1	-3
Rtt109 Vps75	-3	1	9	-6	-2	-8	x	11
PKA-R2B activ	-11	0	6	1	1	-1	-15	-5
SR-BI DiI-HDL act	-4	17	33	-10	-2	x	1	-15
DAGLB inh	-3	1	-2	-2	-1	-3	1	-2

41: Clc1cccc(Cl)c1COc1ccncc1
42: CC(=O)c1ccc(OCC(C)C)c(Cc2c(O)nc(N)[nH]c2=O)c1
43: COCCN(C(=O)CCCC(=O)Nc1ccccn1)C(C(=O)NC1CCCCC1)c1ccc(C)cc1 (centres undefined)
44: COc1ccc(S(=O)(=O)N(C)CC(=O)NC2CC2)cc1OC
45: Cc1[nH]c(=O)[nH]c(=O)c1CSc1nnc(CCCCCNC(=O)OC(C)(C)C)o1
46: Cc1ccnc(NC(=O)CSc2ccccn2)c1
47: CSCCC(NS(=O)(=O)c1ccc(C)cc1)C(=O)NC1CCCCCC1 (centres undefined)
48: O=C(CN1C(=O)CSC1=O)Nc1ccc2c(c1)OCCO2
49: O=C(O)/C=C/C(=O)NCc1ccccc1
50: CC(=O)Nc1ccc(S(=O)(=O)NNC(=O)c2ccc(C)cc2)cc1
Compound	41	42	43	44	45	46	47	48	49	50
C-LANA FP	1.6	-0.7	4.3	-2.0	-0.6	0.7	-1.2	-1.6	0.1	0.5
Keap1 Nrf2 FP	1	-8	-3	-5	1	3	-4	-2	-5	3
CAL PDZ FP-1	-1	-4	1	-4	-2	-1	-1	0	-2	0
RTF Ca sens inh	-7	4	4	-1	-10	0	0	2	-5	3
CAL PDZ FP-2	-0.5	-0.8	0.2	-0.7	-2.1	-0.7	-1.6	-0.7	-0.7	-1.1
RTF Ca sens act	-1	13	3	1	2	-1	0	-2	-6	0
Rtt109 Vps75	0	0	0	-1	-7	2	-5	3	-5	-7
PKA-R2B activ	-1	2	-1	5	4	-1	9	4	-4	5
SR-BI DiI-HDL act	x	12	17	9	-6	4	25	10	10	12
DAGLB inh	2	1	2	-1	-2	2	0	-3	-1	-2
